Assay outcomes as filed in PubChem BioAssay.
ADAM10 inh: human ADAM10 inhibitors, primary screen, biochemical, QFRET, HTS. recombinant ADAM10, EDANS/DABCYL FRET peptide cleavage, 3 h. 0.62% of 370,000 active. AID 720582, 2013. Disintegrin and metalloproteinase domain-containing protein 10 (Homo sapiens), O14672. inhibition, % at 7 µM;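 active means inhibition above a per-campaign cutoff equal to the mean of compounds falling between control-based bounds plus 3 SD, cut at about 20% in these data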;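 further: 0% = DMSO wells while the 100% control is not disclosed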
ssDAF12 agonist: S. stercoralis DAF-12 nuclear receptor activators, primary screen, cell-based, luminescence, HEK293, GRIP1 co-expression, lit1-tk-luc; Nuclear hormone receptor DAF-12 (Strongyloides stercoralis); HEK293 ssDAF-12/GRIP1 lit1-tk-luc reporter; % of 3 µM dafachronic acid response; activation, % at 6.8 µM; 1% of 370,000 active;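 active means activation above the mean over all tested compounds plus 3 SD, cut at about 0.9% in these data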;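 further: 0% = DMSO-only wells and 100% = 3 µM delta7-dafachronic acid wells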
GC-B act: human GC-B receptor activators, primary screen, HEK293 GC-B cells, cGMP TR-FRET, EC30 CNP; Atrial natriuretic peptide receptor 2 (Homo sapiens), P20594; 0% at EC30 CNP, 100% saturating CNP; activation, % at 10 µM; 0.11% of 370,000 active;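 active means activation at 10 µM reaching about 35% in either raw or pattern-adjusted values, limit read from the data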
hgDAF-12 ag: H. glycines DAF-12 receptor agonists, primary screen, cell-based, luminescence, HEK293, GAL4 fusion, UAS-luciferase | Nuclear hormone receptor DAF-12 (Heterodera glycines), GAL4 fusion | HEK293 GAL4-hgDAF12 UAS-luciferase reporter, agonist luminescence; normalized to butyrate control | activation, % at 6.8 µM | 1.8% of 370,000 active | AID 687014, 2013;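 active means activation above a cutoff set at the mean of all screened compounds plus 3 SD, cut at about 10% in these data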;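 further: 0% = DMSO wells and 100% = sodium butyrate wells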
sPLA2-III inh: human group III sPLA2 inhibitors, primary screen, biochemical, QFRET, BODIPY PC-A2 liposome substrate; QFRET BODIPY PC-A2 liposome hydrolysis, fluorescence; inhibition, % at 12.2 µM; 0.56% of 370,000 active;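 active means inhibition above mean plus 3 SD of compounds lying within the high and low control bounds, cut at about 19% in these data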;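 further: 0% = median of test compound wells and 100% = no enzyme DMSO wells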
Target sequence (Q9NZ20 whole entry, looked up): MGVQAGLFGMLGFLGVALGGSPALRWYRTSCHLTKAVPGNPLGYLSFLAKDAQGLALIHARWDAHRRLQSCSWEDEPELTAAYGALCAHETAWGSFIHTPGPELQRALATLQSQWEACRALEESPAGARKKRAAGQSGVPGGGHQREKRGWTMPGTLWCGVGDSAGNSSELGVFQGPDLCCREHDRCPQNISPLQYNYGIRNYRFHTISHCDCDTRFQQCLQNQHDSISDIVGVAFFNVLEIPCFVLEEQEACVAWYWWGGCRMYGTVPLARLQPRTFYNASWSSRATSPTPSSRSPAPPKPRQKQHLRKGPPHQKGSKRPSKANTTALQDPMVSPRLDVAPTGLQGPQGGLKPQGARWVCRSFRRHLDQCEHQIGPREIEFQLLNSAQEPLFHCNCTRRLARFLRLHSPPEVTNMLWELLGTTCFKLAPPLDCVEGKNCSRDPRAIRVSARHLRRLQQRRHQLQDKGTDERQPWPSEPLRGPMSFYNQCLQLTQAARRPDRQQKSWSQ
DAX1 inh-1: DAX1 (NR0B1) inhibitors, primary screen, cell-based, HEK293, Gal4-DAX1, luciferase luminescence. Nuclear receptor subfamily 0 group B member 1 (Homo sapiens), P51843. HEK293 Gal4-DAX1 luciferase reporter. inhibition, % at 6.75 µM. 0.99% of 340,000 active. AID 504766, 2011;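 active means inhibition above the mean over all tested compounds plus 3 SD, cut at about 4.2% in these data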;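 further: 0% = DAX1-transfected cells with DMSO and 100% = empty-vector control cells with DMSO; inhibition shows as a rise in luminescence from relieved DAX1 repression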
Target sequence (P51843 207-470 limits assumed): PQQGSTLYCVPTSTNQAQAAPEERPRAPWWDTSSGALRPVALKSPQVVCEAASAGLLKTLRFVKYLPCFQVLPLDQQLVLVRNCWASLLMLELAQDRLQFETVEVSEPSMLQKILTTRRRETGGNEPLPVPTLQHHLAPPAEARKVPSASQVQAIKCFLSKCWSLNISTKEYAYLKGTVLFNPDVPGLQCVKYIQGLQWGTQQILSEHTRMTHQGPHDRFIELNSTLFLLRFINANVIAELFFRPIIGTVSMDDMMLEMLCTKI
FXN GAA850 act: FXN promoter activators, primary screen, cell-based, luciferase luminescence, HEK293 lucGAA850. HEK293 lucGAA850 FXN promoter luciferase reporter, 24 h; percent of 10 µM SAHA response. activation, % at 6 µM. 0.56% of 360,000 active. AID 540364, 2011;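 active means activation above the average of all compounds screened plus 3 SD, cutoff fixed separately per campaign, cut at about 7.5% in these data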;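 further: 0% = DMSO wells and 100% = 10 µM SAHA wells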
SMARCA2 act: SMARCA2 (BRM) function activators, primary screen, cell-based, luminescence, high throughput. MG213 cells, MMTV-luciferase reporter, dexamethasone, overnight. activation, % at 9.1 µM. 1% of 370,000 active; in the data active means activation above about 7.8%;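 further: 0% = vehicle wells and 100% = reference activator wells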
DAX1 inh-2: DAX1 (NR0B1) inhibitors on StAR promoter, primary screen, cell-based, luminescence, SF-1 (NR5A1), full-length DAX-1. HEK293T StAR-luciferase reporter, SF-1/DAX-1 repression relief. inhibition, % at 6.8 µM. 1.1% of 370,000 active. AID 652010, 2013;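 active means inhibition above the mean over all tested compounds plus 3 SD, cut at about 3.6% in these data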;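 further: 0% = DAX-1 cells with DMSO and 100% = cells lacking DAX-1 with DMSO; higher inhibition means more luminescence from relief of DAX-1 repression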
NPR1 activator: GC-A stimulated cGMP production enhancers – HEK293 GC-A cells, cGMP TR-FRET, EC30 ANP, primary screen. activation, % at 10 µM. 0% at EC30 ANP, 100% saturating ANP. AID 1671463, 2021. Atrial natriuretic peptide receptor 1 (Homo sapiens), P16066. 0.14% of 370,000 active; in the data active means activation above about 40%
hcDAF12 agonist: H. contortus DAF-12 nuclear receptor activators, primary screen, cell-based, luminescence, HEK293, lit1-tk-luc reporter; HEK293 hcDAF-12 lit1-tk-luc reporter; 0% DMSO, 100% Δ7-dafachronic acid; activation, % at 6.8 µM; 1.4% of 370,000 active; AID 652067, 2013;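 active means activation above the mean of all tested compounds plus 3 SD, cut at about 5.5% in these data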;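 further: 100% = response to 3 µM Δ7-dafachronic acid high control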
* hit, by the source's call; i = inactive; x = not tested or not shown.

SMILES	ADAM10 inh	ssDAF12 agonist	GC-B act	hgDAF-12 ag	sPLA2-III inh	DAX1 inh-1	FXN GAA850 act	SMARCA2 act	DAX1 inh-2	NPR1 activator	hcDAF12 agonist
COc1ccc(N2CCN(C(=O)c3sc4ncn(CC(=O)N5CCCCC5C)c(=O)c4c3C)CC2)cc1 (stereo unspecified)	1	-1.4	-1	-0.1	0	-0.2	-0.8	-4	-0.6	-4	-2.8
COc1ccc(F)cc1C(=O)C1CCCN(C(=O)CSc2ccccn2)C1 (stereo unspecified)	-24	-2.1	2	-0.7	-1	0.7	1.5	2	0.3	2	-1.6
COc1ccc(C(CNC(=O)c2ccc(NS(=O)(=O)c3ccc(F)c(C)c3)cc2)N2CCCC2)cc1 (stereo unspecified)	-10	-0.4	-2	-0.6	-30	1.2	-0.6	0	3.0	-4	-0.5
Cc1ccc(NC(=O)Cc2csc(-c3ccccc3)n2)cc1F	9	-1.1	2	0.1	-15	-0.4	1.1	-1	-0.1	1	-2.2
CCCCn1c(N)c(Sc2ccccc2[N+](=O)[O-])c(=O)[nH]c1=O	-14	-1.4	7	-1.3	10	1.9	-0.1	-4	0.2	-1	-0.7
Cc1ccc(-c2c[n+](CC(=O)Nc3ccccc3)c3n2CCC3)cc1	4	-1.2	0	-1.2	4	0.2	-0.2	-3	0.1	3	3.9
COc1ccc(S(=O)(=O)N2CCCC(C(=O)NCc3cccnc3)C2)cc1OC (stereo unspecified)	6	-1.2	3	-1.1	3	0.8	-0.4	-1	-1.3	1	-1.6
Cc1cn([C@H]2C[C@H](O)[C@@H](CNC(=O)[C@H](N)Cc3cscn3)O2)c(=O)[nH]c1=O	-16	-0.5	0	0.6	4	2.3	0.7	-2	0.4	0	-1.3
CCc1nc2c(OCc3ccccc3)cccn2c1N(C)C(=O)Nc1ccccc1OC	-9	-1.8	1	-0.6	6	x	-1.1	-1	-0.7	3	0.7
Nc1c(C(=O)C2CC2)sc2nc(-c3ccccc3)cc(C(F)(F)F)c12	0	-1.1	-2	-0.6	0	0.2	1.3	3	-0.5	14	1.1
O=C(O)CCSCCCN1C(=O)c2cccc3cccc(c23)C1=O	-15	-0.7	-3	-2.6	4	2.2	1.8	3	-0.2	-2	1.1
CCCCn1c(N)c(N(CCOC)C(=O)c2ccc(C)c(S(=O)(=O)N3CCCCC3)c2)c(=O)[nH]c1=O	6	-1.5	0	0.7	-7	2.2	-0.3	0	2.1	2	2.6
CCOc1ccc(NC(=O)CCN2CCN(c3ccccc3F)CC2)cc1	3	-0.8	0	-4.4	-1	0.3	-1.9	-2	-0.9	2	-1.7
COc1ccc(/C=C/C(=O)NCc2cn(C)nc2C)cc1COc1ccc(Br)cc1	11	-1.8	5	-1.3	-23	1.1	-2.4	-4	-0.5	4	-3.5
COc1ccc(NC(=S)N=Nc2c(O)[nH]c3ccccc23)cc1	6	-0.9	-10	2.4	7	0.4	0.1	-1	-0.8	-4	2.1
CC(=O)NCCNc1nc2cc(-c3ccsc3)sc2c(=O)n1C	-53	-1.6	-3	-0.9	15	x	1.6	-7	-1.0	-12	-2.0
CC(C)OC(=O)/C(=C/c1ccc(Br)cc1)NC(=O)c1ccco1	-1	-1.1	7	-4.6	8	0.9	-0.2	0	0.0	-6	-2.2
CCOc1ccc(CCNC(=O)COC(=O)c2ccc(C)s2)cc1OCC	-3	-1.3	6	-0.3	-1	0.1	2.6	1	1.3	-1	1.3
CCCCn1nc2cc(C(=O)NCCc3cccs3)ccc2c1OCC	i	-1.7	-1	1.4	-8	0.2	0.7	3	0.4	3	-0.8
COc1cc(/C=C/C(=O)OCC(=O)Nc2ccc([N+](=O)[O-])cc2)ccc1O	-1	-1.5	-4	0.4	-17	1.0	-2.2	-1	-0.3	-6	-2.1
CCOC(=O)N1CCN(C(=O)c2ccc(CNS(=O)(=O)c3ccc(NC(C)=O)cc3)cc2)CC1	2	-1.5	1	-0.5	-5	0.2	0.8	-2	0.2	0	-1.7
COc1ccc(S(=O)(=O)N(C)C)cc1NC(=O)CSc1ncccn1	-1	-1.1	6	1.6	-5	-0.4	2.1	2	0.6	-2	-2.1
O=C(Nc1ccc(N2CCN(c3ccc(O)cc3)CC2)cc1)Oc1ccccc1	8	-1.9	-4	-0.1	-5	0.1	-1.1	4	0.5	-1	-1.4
COc1cc(NC(=S)NC2CC2)c(OC)cc1Cl	0	-1.4	2	-1.1	12	1.3	-0.7	-2	-0.2	0	-1.0
O=C(CCN1CCOCC1)NC1CCCN(Cc2ccccc2F)C1 (stereo unspecified)	2	-1.0	4	-1.8	1	0.5	-0.2	1	0.7	4	-0.7
Cc1noc(C)c1S(=O)(=O)N(CC(=O)NCc1ccc(Cl)cc1)c1ccc2c(c1)OCO2	1	-1.2	-6	-1.7	1	-0.3	-1.9	-1	-0.6	-3	1.2
COc1ccccc1C(=O)Nc1cc(-c2ccc(C)cc2)no1	1	1.0*	2	12*	-4	-0.3	3.9	3	0.4	13	4.4
COc1ccc2oc(C(=O)OCC(=O)N3C(C)CCCC3C)c(C)c2c1 (stereo unspecified)	-225	-0.6	1	3.2	-7	0.2	0.3	0	0.7	-1	0.6
N#Cc1c(-c2ccccc2)nc(-c2ccccc2)nc1N1CCOCC1	-4	-1.4	-8	0.7	2	-0.2	-0.7	0	-0.1	-3	-0.9
CN(CC1COc2ccccc2O1)C(=O)c1ccc(Cl)c(S(=O)(=O)N2CCCCCC2)c1 (stereo unspecified)	2	-1.7	0	-2.5	-9	-0.7	1.2	-6	-1.1	-4	0.2
CC(=O)Nc1ccc(C(=O)N/N=C(\C)CC(=O)Nc2ccc(OCc3ccccc3)cc2)cc1	-5	0.3	-6	2.8	-2	0.7	0.7	1	0.4	1	-1.0
Cc1nc(NC(=O)c2ccc(F)cc2)nc2cc3c(cc12)OCO3	-3	-1.5	-4	2.1	4	2.6	0.4	4	0.5	-2	-0.6
C[C@@H]1C(NC(=O)c2ccccc2)CC2CC1C2(C)C (stereo partly specified)	2	-1.2	1	1.8	1	0.4	-2.1	4	-0.6	-2	-1.4
CCC(C)n1nccc1NC(=O)C(C)Cl (stereo unspecified)	-1	-1.3	-1	-0.9	2	-1.1	2.6	1	-0.5	-2	-1.2
Cc1noc(C)c1C(=O)Nc1ccc(N(C)C)cc1	1	-0.8	-2	-1.0	6	0.9	-1.8	-2	-0.5	-5	-2.1
CCCn1c(NC(=O)c2ccc(C)cc2)nc2ccccc21	-12	-0.7	0	3.8	8	0.0	3.6	-3	-0.2	2	-0.6
N=c1oc2ccc3ccccc3c2cc1-c1nnc2n1CCCCC2	i	-1.9	0	-0.2	3	0.3	2.2	0	0.1	10	-1.2
O=C(OCc1ccccc1)C1=[N+]([O-])OC(C(=O)OCc2ccccc2)C1c1c[nH]c2ccccc12 (stereo unspecified)	-4	-0.6	-7	0.5	-65	-0.7	-1.8	3	-0.2	-6	3.5
COc1ccc(N2C3=C(CC4=C2CC(C)(C)CC4=O)C(=O)CC(C)(C)C3)cc1	-65	-1.4	4	0.6	4	-0.8	-0.1	-2	0.4	-1	-1.9
O=C(CNC(=O)C12CC3CC(CC(C3)C1)C2)N1CCN(S(=O)(=O)c2cccs2)CC1	2	-0.9	2	-2.9	0	-1.5	0.2	-2	-0.5	0	-2.9
O=C(Nc1ccc2c(c1)[nH]c(=O)c1ccccc12)C(F)(F)F	-313	-1.5	-6	0.0	13	2.0	2.4	-4	-0.3	3	0.2
O=C(C=Cc1ccc(Cl)s1)c1ccc(Cl)s1	-16	-0.6	-8	3.4	11	-0.8	1.3	-4	0.9	-4	-0.3
CC(C)C[C@H]1COc2cccc(N3CCSCC3)c2S(=O)(=O)N1C	1	-1.2	-6	0.2	8	x	x	1	-0.5	-2	-1.9
O=C(C(c1ccccc1)c1ccccc1)N(Cc1ccco1)C1CCS(=O)(=O)C1 (stereo unspecified)	0	-0.9	-16	-3.5	-16	0.6	0.7	-2	-0.2	-24	-1.9
Cc1ccccc1OCC(=O)Nc1cc(Cl)ccc1Oc1ccccc1	3	0.2	-10	0.2	-1	0.3	-0.7	-2	0.2	-2	1.5
Cc1ccc(CC23CN4CCN(CC(C4)C2O)C3)c(C)c1 (stereo unspecified)	0	-0.9	5	1.0	3	1.5	-3.8	-4	-1.0	0	-0.3
Cn1cccc1CC(=O)N/N=C/C=C/c1ccco1	-2	-0.2	1	0.8	-4	-0.9	4.6	0	-0.3	-3	2.3
COc1cc(/C=C2\C(=N)N3N=C(CC(=O)N4CCOCC4)SC3=NC2=O)cc(OC)c1OC	-36	-0.9	2	0.5	-7	0.6	1.4	0	0.6	-1	-1.3
CC1(C)CC(=O)C=C(c2cccc3c2oc2ccccc23)C1	-3	-1.0	-7	5.3	0	0.7	9.6*	1	-0.5	1	0.1
CC1CN(S(=O)(=O)c2ccc(C(=O)NC3CCCCC3)cc2)CC(C)O1 (stereo unspecified)	-9	-1.5	-2	0.1	2	0.5	0.0	-5	-0.4	-5	-0.7
O=C(Nc1ccccc1F)c1ccc([N+](=O)[O-])s1	1	-0.4	-1	-4.6	1	-3.1	1.7	-1	-2.5	-1	-0.8
COc1ccc(OC)c(NC(=O)C2CCN(c3ncccn3)CC2)c1	-24	-1.9	-1	-3.5	1	2.2	0.6	5	-0.4	1	-1.5
Cc1nn(-c2ccc(F)cc2)c(Cl)c1/C=N/NC(=O)c1cccc(S(=O)(=O)N2CCCC2)c1	2	-1.3	4	1.0	-3	-1.1	-0.5	-1	0.3	3	0.8
O=C(N/N=C/c1ccsc1)c1cc(-c2cccs2)nc2ccccc12	-392	-1.1	4	0.9	10	-0.8	-5.2	-2	0.2	1	-1.9

Printed as active in ssDAF12 agonist (from the list above):
SMILES,ADAM10 inh,ssDAF12 agonist,GC-B act,sPLA2-III inh,DAX1 inh-1,FXN GAA850 act,SMARCA2 act,DAX1 inh-2,NPR1 activator,hcDAF12 agonist
COc1ccccc1C(=O)Nc1cc(-c2ccc(C)cc2)no1,1,1.0*,2,-4,-0.3,3.9,3,0.4,13,4.4
